Screens deposited in PubChem BioAssay by Broad Institute.
DENV2 CPE = inhibitors of DENV2 cytopathic effect; 1.7% of 350,000 active; CPE inhibition, % at 9.99 µM; DENV2-infected cells, cytopathic effect rescue, plate reader; AID 651640; in the data active means CPE inhibition above about 20%, passing the limit was not always enough; inconclusive means no clear call, values can overlap the other calls; tested in BHK-21 cells;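 further: 0% = median of neutral control wells and 100% = median of positive control wells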
miR122 inh = blocks miR-122 activity in Huh7 sensor cells; activation (reporter increase), % at 12.5 µM; Huh7 miR-122 Renilla luciferase sensor, 48 h; neutral wells = 0, positive control = 100; 0.3% of 340,000 active;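 active means mean replicate activation score at least 90 and every replicate individually at or above 90; inconclusive means only one of the two criteria met; inactive means neither criterion met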;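 further: higher luciferase means less miR-122 activity so hits act as miR-122 inhibitors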
FN deposit inh = fibronectin deposition inhibition. AH1F fibroblasts, Alexa488-fibronectin deposition fluorescence, overnight. inhibition, % at 12.6 µM. 0.086% of 350,000 active. AID 743247;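 active means mean inhibition across replicates of 30% or more, regardless of how many single replicates reach that level; inconclusive means mean under 30% yet at least half of replicates reach 30%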;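 further: positive control wells lacked labelled fibronectin entirely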
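Material: AH1F fibroblasts assembling fluorescent fibronectin matrix; amount: 10000 AH1F cells/well; medium: DMEM, 2% serum; reagent: Alexa488-fibronectin, 24 nM final in well; dosing: single compound dose, delivered by pin transfer; incubation: 1 h adhesion, overnight exposure; detection: fluorescence after three HBSS washes, excitation 485 nm, emission 525 nm; measure: fibronectin deposition inhibition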
EWS-Fli block = inhibitors of EWS/Fli oncoprotein transcriptional activity; AID 651661; A673 NR0B1-luciferase reporter, viability-normalised; inhibition, % at 12.6 µM; 0.67% of 350,000 active;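 active means mean inhibition of at least 50% after viability correction, with every replicate also passing that limit; inconclusive means mean reaches 50% but only one of two replicates passes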;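 further: firefly luciferase signal divided by Alamar Blue viability fluorescence both relative to DMSO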
F508del corr = CFTR F508del correction in bronchial cells; CFBE cells, YFP halide quenching; stimulated with forskolin plus potentiator P3; % fluorescence drop versus neutral controls; activity (quench increase), % at 7.58 µM; 0.36% of 350,000 active; AID 720511;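 active means mean added fluorescence quench of at least 8% versus neutral control, with both replicates also reaching 8%; inconclusive means only one of the mean or replicate conditions met; inactive means mean below 8% and not both replicates reaching 8%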;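 further: cells transiently co-express mutant CFTR-F508del with the halide-sensitive YFP; corrector assay measuring rescue of mutant channel to the surface after 24 h compound exposure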
INS-1E GSIS act = primary screen for activators of insulin secretion dependent on glucose, INS-1E cells, GLuc reporter luminescence; INS-1E GLuc reporter insulin secretion, 2-3 h; activation, % at 16.6 µM; 0.61% of 370,000 active;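 active means lowest replicate activation of at least 40%, so every replicate reaches that level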;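 further: 0% = median of neutral control wells and 100% = median of IBMX positive control wells; some compounds called inactive have numbers as strong as hits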
PAX8 inh HTS = PAX8 transcriptional activity inhibition | inhibition, % at 12.6 µM | AID 652154 | RMG-I TPO-luciferase reporter, SteadyGlo, 24 h | 1.2% of 360,000 active;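 active means mean replicate inhibition at least 60% with every replicate also reaching 60%; inconclusive means only one of the two criteria is met; inactive means mean below 60% and not all replicates reaching 60%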;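 further: luciferase light reporting Pax8 driven TPO promoter activity; plate controls were median of neutral control wells for no effect and mitoxantrone controls for full effect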
An asterisk follows results filed as active; ? = inconclusive; / = not tested or not shown; [ ] = another dose, or the depositor's remark.

Compound	DENV2 CPE	miR122 inh	FN deposit inh	EWS-Fli block	F508del corr	INS-1E GSIS act	PAX8 inh HTS
COc1ccc(NC(=S)NCCCCCC(=O)C[N+](=O)[O-])cc1	7	3	7	18	-4.0	6	2
O=C(Nc1cccnc1)C(Cc1ccccc1)n1cccc1 (stereo not given)	-2	-5	5	-1	5.4	-3	22
CC(C)NC(=O)N(C)C[C@H]1OCCCC[C@@H](C)Oc2ccc(NS(=O)(=O)c3cn(C)cn3)cc2C(=O)N([C@H](C)CO)C[C@H]1C	-2	-6[16.7 µM]	0	6	-0.5	5	-20
COc1ccc(-c2nnc(Nc3ccc(OC)c(C(=O)N4CCCCC4)c3)c3ccccc23)cc1	/	-3	-11	/	/	-21	5
O=C(CCCCCn1nnc2ccccc2c1=O)N[C@H](C(=O)O)c1ccccc1	2	/	3	5	-2.7	46	8
CCCNC(=O)N(C)C[C@@H]1Oc2cc(C#CC(C)C)ccc2S(=O)(=O)N([C@@H](C)CO)C[C@H]1C	-1	4[16.7 µM]	4	-10	2.5	-7	-5
Cc1ccc(C(=O)Nc2ccc(C(=O)N3CCCCC3C)cc2)cc1 (stereo not given)	-2	/	1	-12	0.1	-14	12
COc1ccccc1CN1CCNC(=O)C1CC(=O)N(C)C1CCOCC1 (stereo not given)	-7	1	-3	3	-1.9	1	3
C[C@@H]1CN([C@H](C)CO)C(=O)Cc2cc(NS(=O)(=O)c3cn(C)cn3)ccc2O[C@@H]1CN(C)Cc1ccc(Oc2ccccc2)cc1	1	-4[16.7 µM]	18	9	-1.3	-21	/
C[N+]12CCCCC1[C@@H](CO)CCC2 (stereo not given in full)	-2	1	-3	-1	-1.2	27	0
O=C(O)CNC(=O)C1(NC(=O)OCc2ccccc2)CCCC1	6	-7	2	0	0.2	/	-9
C[C@H](CO)N1C[C@H](C)[C@@H](CN(C)Cc2ccncc2)Oc2ncc(C#CC3CC3)cc2C1=O	6	15[16.7 µM]	-3	-3	2.7	0	/
COc1cccc(-c2ccc3c(c2)O[C@@H](CN(C)C(=O)C2CCC2)[C@@H](C)CN([C@H](C)CO)S3(=O)=O)c1	17	1[16.7 µM]	/	-6	-0.5	-5	/
Cc1cccc(C2N(c3nccs3)C(=O)C3CCCN32)c1 (stereo not given)	/	7	-2	/	/	/	5
C[C@H](CO)N1C[C@H](C)[C@@H](CN(C)CC2CCCCC2)OCCCC[C@H](C)Oc2ccc(NS(C)(=O)=O)cc2C1=O	12	6[16.7 µM]	4	-4	1.2	6	-19
CCOc1ccc(NC(=O)CN(C)C(=O)c2cccc(S(=O)(=O)N3CCCC3)c2)cc1OCC	-5	4	-18	-5	-6.7	23	-6
O=C(NC1CSCC1OC(=O)c1ccccc1)c1ccccc1 (stereo not given)	4	-4	-2	2	-1.2	17	8
CNC[C@H]1Oc2ncc(-c3ccccc3C)cc2C(=O)N([C@@H](C)CO)C[C@H]1C	13	-3[16.7 µM]	/	12	-1.6	15	/
O=C(O)c1ccc(N/N=C/c2ccc3c(c2)OCO3)cc1	0	4	4	85*	-1.3	-4	88*
NC(=O)c1ccc(NC(=O)COc2cccc3c2CCNC3=O)cc1	?	/	-2	2	3.7	6	17
CC1CCN(C(=O)C2CCN(S(=O)(=O)c3cnc[nH]3)CC2)CC1	/	10	-6	/	/	/	-20
O=c1[nH]c(=S)n(-c2ccc(Br)cc2)c2ncccc12	-2	/	-3	18	0.9	-1	9
CCC(=O)Nc1nc2ccccc2n1CCN(C)C	/	3	1	/	/	-1	0
Cc1cccc(C)c1NC(=O)C1CCCN1C(=O)OC(C)(C)C (stereo not given)	-1	/	1	-8	-1.3	2	5
COc1cccc(NC(=O)CCNC(=O)Cn2ccc3ccccc3c2=O)c1	/	-5	0	/	/	0	-5
O=C(COC(=O)CNS(=O)(=O)c1ccccc1)NC12CC3CC(CC(C3)C1)C2	-2	-1	7	4	-1.7	-54	-4
O=C(CCN1C(=O)/C(=C/c2ccccc2)SC1=S)Nc1cccnc1	-6	-2	1	-5	-0.7	11	5
COC(=O)c1cccc(C(=O)Oc2cccc(Br)c2)n1	/	7	-4	/	/	/	-11
COc1ccc(NC(=O)Nc2ccc3c(c2)C(=O)N([C@H](C)CO)C[C@@H](C)[C@@H](CN(C)Cc2ccncc2)OCCCC[C@H](C)O3)cc1	-1	11[16.7 µM]	/	0	1.5	-23	7
CCN(CC(=O)Nc1cc(Cl)ccc1C)C(=O)C1CCN(c2ncnc3sc(C)c(C)c23)CC1	6	-11	-2	10	-0.9	/	42
CCC(=O)N1C[C@H](O)COC[C@H]2O[C@@H](CC(=O)NCc3ccccc3Cl)CC[C@@H]21	0	0[16.7 µM]	3	/	-1.7	6	/
COc1ccc(-n2cccc2/C=C/[N+](=O)[O-])cc1	-5	-1	-6	25	/	/	27
COc1ccc(OC)c(CCNC(=O)CN2C(=O)CCSc3ccccc32)c1	-4	/	7	10	6.0	4	-84
Cc1cccc(C(=O)N(NC(=O)Oc2ccccc2)C(C)(C)C)c1	/	-6	-19	/	/	2	-16
C[C@H]1CN([C@@H](C)CO)C(=O)c2cc(NS(=O)(=O)c3ccc(Cl)cc3)ccc2O[C@H]1CN(C)C(=O)Nc1cccc2ccccc12	-2	-1[16.7 µM]	-7	-1	-2.2	-12	14
CC(C)c1ccc(NC(=O)N2CCN(S(=O)(=O)c3ccccc3)CC2)cc1	-6	23	/	9	/	-33	1
C[C@H](NC(=O)C[C@H]1C=C[C@@H](NC(=O)C2CC2)[C@@H](CO)O1)c1ccccc1	-5	/	-7	-8	1.2	0	2
O=C(Cc1ccccn1)N[C@@H]1CC[C@@H](CCn2cc(-c3cccnc3)nn2)O[C@@H]1CO	-2	/	/	-5	1.3	15	2
NS(=O)(=O)c1cccc(NC(=O)CSc2ncnc3ccccc23)c1	-1	0	1	3	-1.2	-5	45
COc1ccc(-n2nc3c(c2NC(=O)c2ccc(Br)o2)CS(=O)(=O)C3)cc1	0	-1	15	/	0.5	12	1
C=CCC[C@@H](Cc1ccc(F)cc1)C(=O)OC[C@H](Cc1c[nH]c2ccccc12)NC(=O)[C@H](CC=C)CC(=O)NCCO	/	2	-3	7	-2.3	-27	27
CCCCCCCNC(=O)CN1C(=O)CSc2ccc(S(=O)(=O)N3CCOCC3)cc21	7	-4	-5	/	-2.1	-7	17
N#Cc1ccccc1S(=O)(=O)N1CCN(C(=O)C2CCCCC2)CC1	8	/	5	3	-1.2	-4	-4
CCOC(=O)N1CCC(NC(=O)CSCc2nc(-c3ccc(OC)c(OC)c3)oc2C)CC1	/	0	4	/	/	/	-7
COc1cc(C(=O)Nc2c(C(=O)O)[nH]c3ccc(C)cc23)cc(OC)c1OC	2	5	-1	5	1.2	-7	23
COc1ccccc1-c1nc(C#N)c(NCCCn2ccnc2)o1	1	/	-3	-1	1.2	20	-1
O=C1NC(=O)C(c2ccc(Cl)cc2Cl)N1 (stereo not given)	?	-4	-2	-13	-1.2	/	19
O=C(COC(=O)c1cncc(Br)c1)Nc1ccc(S(=O)(=O)N2CCOCC2)cc1	?	5	-1	-7	-3.6	-23	-16
Cc1cc(NC(=O)c2ccc(F)cc2)ccc1NC(=O)c1ccco1	8	-2	3	-46	2.4	1	3
Cn1c(/C=C/c2ccc(Cl)cc2Cl)c([N+](=O)[O-])c(=O)n(C)c1=O	-2	0	6	38	-1.8	-52	45

Fetched by structure from above (2):
Compound	DENV2 CPE	miR122 inh	FN deposit inh	EWS-Fli block	F508del corr	INS-1E GSIS act	PAX8 inh HTS
O=C(Cc1ccccn1)N[C@@H]1CC[C@@H](CCn2cc(-c3cccnc3)nn2)O[C@@H]1CO	-2	/	/	-5	1.3	15	2
COc1ccc(-n2nc3c(c2NC(=O)c2ccc(Br)o2)CS(=O)(=O)C3)cc1	0	-1	15	/	0.5	12	1

Further records follow.
Compound	DENV2 CPE	miR122 inh	FN deposit inh	EWS-Fli block	F508del corr	INS-1E GSIS act	PAX8 inh HTS
Cn1ncc2c(NCCO)nc(Cl)nc21	5	-10	/	0	3.5	31	-16
COc1ccc(Sc2ncnc3onc(C)c23)cc1	-4	/	3	2	-2.1	4	5
CCc1ccc(C(=O)COC(=O)C(Cc2ccccc2)NC(=O)C2CCC(C)CC2)cc1 (stereo not given)	/	-10	0	/	/	48*	14
CN(C(=O)c1ccc2c(c1)S(=O)(=O)N=C1CCCCCN12)c1ccccc1	-4	-4	-7	-4	-1.2	4	7
C/C=C/c1cccc(-c2nc(C(=O)NC3CCC3)cc3c2[C@H](CCO)N(S(=O)C(C)(C)C)C3)c1 (stereo not given in full)	?	8	-10	6	5.3	-2	2
COC(=O)c1ccc(CSc2nnc3c(Cl)cc(Cl)cn23)o1	4	-6	/	-1	0.9	6	/
C[C@@H]1CN([C@H](C)CO)C(=O)c2cc(NC(=O)CCC(F)(F)F)ccc2O[C@H]1CN(C)C	10	-4[16.7 µM]	/	-5	3.0	15	-8
CCCN1C[C@@H](C)[C@@H](OC)CN(C)C(=O)c2cc(NC(=O)c3ccno3)ccc2OC[C@H]1C	-10	/	-6	0	2.4	5	11
O=C(Nc1cccc(Oc2ccccc2)c1)C1Cc2c(-c3ccco3)ccnc2O1 (stereo not given)	-6	/	8	-1	3.7	-2	8
O=C(CCS(=O)(=O)c1ccc(Br)cc1)NC1CCCCCC1	-7	2	-11	/	-0.6	3	31
Cc1ccc(NC(=O)CCn2cnc3ccccc3c2=O)c(C)c1	6	/	-14	3	4.9	4	10
c1csc(-c2noc(CN3CCN4CCCC4C3)n2)c1 (stereo not given)	/	-6	/	-14	0.9	8	-29
Cc1cc(C)c(NC(=O)CSc2nc3ccncc3[nH]2)c(C)c1	4	/	5	/	-0.1	2	-15
C[C@H]1CN([C@@H](C)CO)C(=O)Cc2cc(NC(=O)C3CCCCC3)ccc2O[C@@H]1CN(C)S(=O)(=O)c1cn(C)cn1	5	-11[16.7 µM]	/	-1	-1.4	7	-10
Oc1ccccc1C=NCC(O)c1ccccc1 (stereo not given)	76*	1	1	-10	-0.7	7	36
CC(=O)N1CCN(C(=S)NC(=O)c2ccc(F)cc2)CC1	1	-2	-12	2	1.9	/	3
O=C(CCC(=O)c1ccc(F)cc1)NCC1(N2CCCCC2)CCCCC1	?	/	2	-1	0.5	3	0
NC(=O)COC(=O)c1ccccc1Nc1ccc(SC(F)F)cc1	/	1	3	/	/	-11	-19

By substructure, the entries above with a tert-butyl group.
Compound	DENV2 CPE	miR122 inh	FN deposit inh	EWS-Fli block	F508del corr	INS-1E GSIS act	PAX8 inh HTS
Cc1cccc(C)c1NC(=O)C1CCCN1C(=O)OC(C)(C)C (stereo not given)	-1	/	1	-8	-1.3	2	5
Cc1cccc(C(=O)N(NC(=O)Oc2ccccc2)C(C)(C)C)c1	/	-6	-19	/	/	2	-16
C/C=C/c1cccc(-c2nc(C(=O)NC3CCC3)cc3c2[C@H](CCO)N(S(=O)C(C)(C)C)C3)c1 (stereo not given in full)	?	8	-10	6	5.3	-2	2

No enrichment for hits (roughly 3.9% active in at least one column).
